BAP1 inh: inhibitors of BAP1 deubiquitinase, primary screen, biochemical, Ub-AMC fluorescence, kinetic; Ubiquitin carboxyl-terminal hydrolase BAP1 (Homo sapiens), Q92560; 72,000 compounds, 0.48% hits; AID 436, 2006; activity remaining (% of control), % at 20 µM; recombinant BAP1, Ub-AMC hydrolysis fluorescence kinetic; active compounds read low;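 active means activity remaining at or below 50% of control, provided the compound also passes the data quality filters; inactive means the rest, including low values that fail the filters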;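 further: 100% = DMSO wells rate and 0% = substrate alone blank rate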
Target sequence (Q92560 whole entry, looked up): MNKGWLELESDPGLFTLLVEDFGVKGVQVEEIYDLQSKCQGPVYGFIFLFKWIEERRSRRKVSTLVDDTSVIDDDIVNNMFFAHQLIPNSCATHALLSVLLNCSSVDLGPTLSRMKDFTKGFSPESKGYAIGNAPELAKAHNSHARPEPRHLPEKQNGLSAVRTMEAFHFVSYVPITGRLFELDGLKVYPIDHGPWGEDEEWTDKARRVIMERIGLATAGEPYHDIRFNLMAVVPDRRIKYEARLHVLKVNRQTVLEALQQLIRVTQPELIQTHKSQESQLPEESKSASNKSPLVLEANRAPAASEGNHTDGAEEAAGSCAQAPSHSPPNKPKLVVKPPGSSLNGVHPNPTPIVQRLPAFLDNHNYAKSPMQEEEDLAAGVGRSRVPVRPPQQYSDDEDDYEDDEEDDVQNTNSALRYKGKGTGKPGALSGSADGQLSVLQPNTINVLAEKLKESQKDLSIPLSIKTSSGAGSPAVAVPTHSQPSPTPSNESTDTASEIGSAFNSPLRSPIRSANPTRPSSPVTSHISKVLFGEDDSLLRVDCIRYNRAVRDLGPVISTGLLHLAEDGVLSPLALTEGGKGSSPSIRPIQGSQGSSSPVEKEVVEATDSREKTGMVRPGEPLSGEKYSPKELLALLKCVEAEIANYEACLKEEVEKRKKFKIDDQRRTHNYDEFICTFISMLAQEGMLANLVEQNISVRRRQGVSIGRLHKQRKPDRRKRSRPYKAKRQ
HePTP inh: inhibitors of human HePTP phosphatase, primary screen, biochemical, absorbance, leukemia target; inhibition, % at 20 µM; 110,000 compounds, 0.64% hits; recombinant HePTP phosphatase activity, OD absorbance; Tyrosine-protein phosphatase non-receptor type 7 (Homo sapiens), P35236; in the data active means inhibition above about 50%;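 further: plate controls were vehicle for no effect and reference inhibitor for full effect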
Target sequence (P35236 whole entry, looked up): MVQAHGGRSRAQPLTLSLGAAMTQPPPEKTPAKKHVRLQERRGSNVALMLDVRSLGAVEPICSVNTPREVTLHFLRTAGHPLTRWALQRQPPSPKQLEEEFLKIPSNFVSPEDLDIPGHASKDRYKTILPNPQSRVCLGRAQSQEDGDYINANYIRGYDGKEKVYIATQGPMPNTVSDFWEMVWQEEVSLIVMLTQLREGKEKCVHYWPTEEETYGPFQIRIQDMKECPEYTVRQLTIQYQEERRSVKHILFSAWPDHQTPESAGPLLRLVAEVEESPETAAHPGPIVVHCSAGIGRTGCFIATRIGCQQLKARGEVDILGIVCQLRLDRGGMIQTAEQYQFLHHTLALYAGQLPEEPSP
* = called active by the depositor; & = joins results of further samples.

What do the screens show for `CCN1CCN(C(c2ccccc2)c2nnnn2CCc2ccc(OC)c(OC)c2)CC1` (stereo not drawn)?
BAP1 inh: 119; HePTP inh: 0

Results for CC(=O)c1cccc(NC(=O)C2CCCN2S(=O)(=O)c2cccc3cccnc23)c1 (stereo not drawn) ?
BAP1 inh: 86; HePTP inh: -12

Results for CC(C)c1ccc(NC(=O)c2cccc(Cl)c2)cc1 ?
HePTP inh: -20

How did N#CC1=C(SCC(N)=O)NC(=O)CC1c1ccccc1Cl (stereo not drawn) do in these assays?
BAP1 inh: 98; HePTP inh: -6

How did O=C(Nc1ccc(O)cc1)c1ccc2c(c1)C(=O)N(c1ccccc1-c1ccccc1)C2=O do in these assays?
HePTP inh: 2

What do the screens show for `CCOc1cc(-c2ccc(OC)cc2)[o+]c2c1ccc1ccccc12`?
HePTP inh: -15

How did CCOc1ccc(NC(=O)COc2ccccc2)c([N+](=O)[O-])c1 do in these assays?
HePTP inh: 2

What do the screens show for `CC(CNC(=O)c1cncc(O)c1)NC(=O)c1cncc(O)c1` (stereo not drawn)?
BAP1 inh: 95; HePTP inh: -6

Results for CCOc1ccc(NC(=O)COc2cc(C)c(Cl)c(C)c2)cc1 ?
HePTP inh: 8

How did CN1CCN(C(=O)Cn2c(=O)oc3cc(S(=O)(=O)NCc4ccccc4)ccc32)CC1 do in these assays?
BAP1 inh: 103; HePTP inh: 2

What do the screens show for `COc1ccc(CCNC(=O)c2ccn[nH]2)cc1OC`?
BAP1 inh: 105; HePTP inh: 8

Results for COc1ccc(C(=O)NCCN2CCN(C(=O)c3ccc(OC)cc3)CC2)cc1 ?
HePTP inh: 4

How did CCCCCCn1cc(C(=O)O)c(=O)c2ccccc21 do in these assays?
BAP1 inh: 187; HePTP inh: 0

What do the screens show for `CCCC1=C(C(=O)OCC)C(c2ccc(OC)cc2OC)NC(=O)N1` (stereo not drawn)?
HePTP inh: -10

What do the screens show for `CCN1CCN(c2ccc(NC(=O)Cc3ccccc3)cc2)CC1`?
BAP1 inh: 94; HePTP inh: 5

How did Nn1cnc2scc(-c3ccc(Cl)cc3)c2c1=O do in these assays?
HePTP inh: 5

What do the screens show for `COc1ccccc1-n1cnc2cc(NC(=O)c3ccccc3)ccc21`?
HePTP inh: 6

How did C/C=C/C=C(/NC(=O)c1ccccc1)C(=O)OC do in these assays?
HePTP inh: -6

Results for CCCOC(=O)C1=C(C)NC2=C(C(=O)CC(C)(C)C2)C1c1cc(OC)c(OC)cc1[N+](=O)[O-] (stereo not drawn) ?
BAP1 inh: 76

How did Cc1cc(OCC(=O)Nc2ccccn2)cc(C)c1Cl do in these assays?
HePTP inh: -17

Results for Cc1ccc(C)c2[nH]c(=O)c(CN(CCN3CCOCC3)Cc3nnnn3CC3CCCO3)cc12 (stereo not drawn) ?
BAP1 inh: 97; HePTP inh: 6

How did O=c1[nH]cnc2c1sc(=S)n2-c1ccccc1 do in these assays?
BAP1 inh: 95; HePTP inh: 4

Results for O=C(CSc1ncn[nH]1)N1CCN(c2nnc(-c3ccccc3)c3ccccc23)CC1 ?
BAP1 inh: 88; HePTP inh: 9

Results for O=C(CN1CCCC1)Nc1ccc(NC(=O)Nc2ccccc2)cc1 ?
BAP1 inh: 97; HePTP inh: -4

Results for Cc1nc2ccccc2nc1CSc1nncs1 ?
BAP1 inh: 117; HePTP inh: 8

Results for COc1ccccc1CNC(=O)CCn1c(=O)sc2ccccc21 ?
BAP1 inh: 100

Results for CC(C)Sc1nc(SCC(=O)NCc2ccco2)c2c3c(sc2n1)COC(C)(C)C3 ?
HePTP inh: 4

What do the screens show for `Cc1ccccc1OCCOc1ccccc1/C=c1\sc2nc3ccccc3n2c1=O`?
HePTP inh: 0

What do the screens show for `O=C(c1ccco1)N1CCN(C(=O)C2CCCO2)CC1` (stereo not drawn)?
BAP1 inh: 86; HePTP inh: 0

Results for COC(=O)N1CN(C(=O)OC)CN(C(=O)OC)C1 ?
BAP1 inh: 104; HePTP inh: 4

Results for COc1ccc(S(=O)(=O)Nc2cccc(C)n2)c2ccccc12 ?
BAP1 inh: 73; HePTP inh: -2

Results for CC1(C)CC(=O)c2cc(OCC(=O)NCCN3CCCc4ccccc43)ccc2O1 ?
BAP1 inh: 104; HePTP inh: 9

Results for COc1ccccc1N(CC(=O)Nc1ccccc1Cl)S(=O)(=O)c1ccccc1 ?
HePTP inh: -6

What do the screens show for `O=C(/C=N/O)NCCN1CCCCC1`?
BAP1 inh: 103; HePTP inh: 2&-2

How did CC(Oc1ccc(Cl)cc1Cl)C(=O)N1CCN(C/C=C/c2ccccc2)CC1 (stereo not drawn) do in these assays?
HePTP inh: -14

Results for CC1CN(C(=O)c2ccc([N+](=O)[O-])cc2)CC(C)O1 (stereo not drawn) ?
HePTP inh: 8

How did O=C(c1ccccc1-c1nc2ccccc2[nH]1)N1CCOCC1 do in these assays?
BAP1 inh: 101; HePTP inh: 0&-11

What do the screens show for `COc1ccccc1NC(=O)NCC(=O)Nc1ccc(F)c(F)c1`?
BAP1 inh: 98; HePTP inh: 1

How did Oc1ccc(NC(=S)Nc2ccccc2)cc1 do in these assays?
HePTP inh: 3

How did COc1cccc(C2/C(=C(\O)c3c(C)nc4c(C)cccn34)C(=O)C(=O)N2CCCN(C)C)c1 (stereo not drawn) do in these assays?
BAP1 inh: 92; HePTP inh: 5

What do the screens show for `CC(Nc1n[nH]c(=O)[nH]c1=O)C(=O)N/N=C/c1ccc(Cl)cc1` (stereo not drawn)?
HePTP inh: 13

Results for C=CCn1c(SCC(=O)NCc2ccco2)nc2sc3c(c2c1=O)CCC3 ?
BAP1 inh: 102&110; HePTP inh: 3&-3

How did Cc1nc2cccc(C(=O)NCc3ccccc3)c2o1 do in these assays?
BAP1 inh: 91; HePTP inh: 0

What do the screens show for `COc1cc(Cl)cc(/C=C2/C(=O)NC(=O)N(c3ccc(C)cc3)C2=O)c1O`?
HePTP inh: -2

Results for CCOc1ccccc1N(CC(=O)O)S(=O)(=O)c1ccc(C)cc1 ?
BAP1 inh: 124; HePTP inh: 5

What do the screens show for `CCCCc1[nH]nc2c1C1(C(=O)N(CC)c3ccccc31)C(C#N)=C(N)O2` (stereo not drawn)?
BAP1 inh: 105; HePTP inh: 6

Results for CC(=O)Nc1ccc(N2CCCCC2)cc1 ?
BAP1 inh: 78

How did CC1CCCC(C)N1C(=O)Nc1cccc(Cl)c1 (stereo not drawn) do in these assays?
BAP1 inh: 94; HePTP inh: 3

What do the screens show for `Cc1ccc(-c2nnc(SCC(=O)N3CCCc4ccccc43)n2N)cc1`?
BAP1 inh: 106; HePTP inh: 12

How did Cn1c(SCC(=O)N2c3ccccc3Sc3ccc(Cl)cc32)nnc1-c1ccco1 do in these assays?
BAP1 inh: 89; HePTP inh: 7

Results for O=C(NCCN1CCOCC1)c1c(Cl)cccc1Cl ?
HePTP inh: -18

How did CCCOc1ccc(C(=O)N2CCC(C)CC2)cc1 do in these assays?
HePTP inh: 7

What do the screens show for `COc1ccc(C2C=C(c3ccc(Br)s3)Nc3ncnn32)cc1OC` (stereo not drawn)?
BAP1 inh: 83; HePTP inh: 8

How did Cc1ccc2c(c1)N(Cc1ccc3c(c1)OCO3)C(=O)C(C)O2 (stereo not drawn) do in these assays?
BAP1 inh: 101; HePTP inh: 2

Results for CCOC(=O)CC(=O)CSc1nnc2sc3ccccc3n12 ?
BAP1 inh: 115; HePTP inh: 5

Results for Cc1ccccc1-c1n[nH]c(=S)o1 ?
BAP1 inh: 61; HePTP inh: 8

Results for COc1ccc(C(=O)NCc2ccccc2C)cc1 ?
HePTP inh: 8

Results for CCC1(C)N(O)C(C)(C)C(c2ccc(OC)cc2)=[N+]1[O-] (stereo not drawn) ?
BAP1 inh: 105; HePTP inh: 8

What do the screens show for `Cc1ccc2c(CC(=O)O)coc2c1`?
BAP1 inh: 100; HePTP inh: -2

Results for COc1ccccc1-n1cnc2cc(C(=O)NCCCN3CCOCC3)ccc21 ?
BAP1 inh: 106

What do the screens show for `O=C(CCNc1cc(Cl)cc(Cl)c1)c1ccco1`?
BAP1 inh: 87; HePTP inh: 4&-11

What do the screens show for `COc1ccc(N(CC(=O)N/N=C(\C)c2ccccc2)S(=O)(=O)c2ccccc2)cc1Cl`?
HePTP inh: -7

How did Cc1ccc(S(=O)(=O)/N=C(\c2ccccc2)N(C)C)cc1 do in these assays?
HePTP inh: -8

How did CC(=O)Nc1nc(C)c(-c2csc(Nc3ccc(O)cc3)n2)s1 do in these assays?
BAP1 inh: 93; HePTP inh: 2

How did C=CCn1c(Cc2nc3ccc(Cl)cc3[nH]2)n[nH]c1=S do in these assays?
HePTP inh: 12

What do the screens show for `CSc1nc(-c2ccco2)nn1C(=O)Cc1ccccc1`?
BAP1 inh: 76; HePTP inh: -3

Results for CN(C)c1ccc(/C=N/S(=O)(=O)CCc2ccccc2)cc1 ?
HePTP inh: -12

Results for CCOc1ccc(S(=O)(=O)Nc2cc(Cl)ccc2O)cc1 ?
BAP1 inh: 63; HePTP inh: 3

How did CC1=C(C(=O)Nc2ccc(C)cc2)C(c2ccc(C)cc2)NC(=S)N1 (stereo not drawn) do in these assays?
HePTP inh: -1

Results for NC(=S)N/N=C/c1cccn1-c1ccc([N+](=O)[O-])cc1 ?
HePTP inh: -24

How did COc1ccc(N2CCN(C(=O)CC(NC(N)=O)c3cccc(Oc4ccccc4)c3)CC2)cc1 (stereo not drawn) do in these assays?
BAP1 inh: 102; HePTP inh: 2

Results for COc1cccc(CSc2nc3sc(C)c(C)c3c(=O)n2Cc2ccco2)c1 ?
HePTP inh: 3

Results for CCC(=O)N1CCc2cc(S(=O)(=O)CCC(=O)Nc3ccc(CC)cc3)ccc21 ?
BAP1 inh: 80; HePTP inh: 9

How did Cc1ccc(-c2nn(-c3ccccc3)c3[nH]c(=O)c(CNCCN(C)C)cc23)cc1 do in these assays?
BAP1 inh: 97; HePTP inh: -8

How did CN(C)c1ccc(/C=C/C(=O)c2ccc3c(c2)OCCO3)cc1 do in these assays?
HePTP inh: 1

What do the screens show for `Cc1ccc2oc(=O)c3cnn(CC(=O)NCCN(C)C)c3c2c1`?
BAP1 inh: 94; HePTP inh: -1

How did O=S1(=O)CCC(NS(=O)(=O)/C=C/c2ccccc2)C1 (stereo not drawn) do in these assays?
BAP1 inh: 103; HePTP inh: 8

Results for O=C(Oc1ccc(-c2nc3ccc([N+](=O)[O-])cc3[nH]2)cc1)C1CCCCC1 ?
BAP1 inh: 50

How did Cc1oc(C(=O)O)cc1COc1cccc2cccnc12 do in these assays?
BAP1 inh: 92; HePTP inh: 6

How did O=C1NC(=O)N(c2ccc(Cl)cc2)C(=O)/C1=C/c1cccc(Br)c1 do in these assays?
HePTP inh: 7

How did Cn1nc(CC(=O)NCCN2C(=O)CSC2=O)c2ccccc2c1=O do in these assays?
HePTP inh: -4

What do the screens show for `CN1C(=O)C(=Cc2cccc(Cl)c2Cl)C(=O)N(C)C1=O`?
HePTP inh: 7

How did FC(F)(F)c1ccccc1CN1CCN(Cc2ccccc2Cl)CC1 do in these assays?
HePTP inh: 13

How did CCN(CC)S(=O)(=O)c1ccc2oc(C(=O)NC(C)C)c(C)c2c1 do in these assays?
HePTP inh: 2

What do the screens show for `COc1ccc(CN2CCN(C(=O)c3cccnc3)CC2)cc1Br`?
BAP1 inh: 102; HePTP inh: 2

What do the screens show for `C=C(CC(Cc1ccccc1)C(=O)O)c1ccccc1` (stereo not drawn)?
HePTP inh: 8

How did Cc1ccc(N2C=NNC(=O)C2)cc1C do in these assays?
HePTP inh: 3

Results for Cn1c(=O)c2c(nc(SCCN3CCOCC3)n2Cc2ccc(Cl)cc2)n(C)c1=O ?
BAP1 inh: 87; HePTP inh: 2

Results for Cc1ccc(C(C(=O)NC2CCCCC2)N(CCC(C)C)C(=O)CNC(=O)c2ccco2)o1 (stereo not drawn) ?
BAP1 inh: 96; HePTP inh: 12

In the list so far, these have an NH in an aromatic ring:
What do the screens show for `COc1ccc(CCNC(=O)c2ccn[nH]2)cc1OC`?
BAP1 inh: 105; HePTP inh: 8

Results for Cc1ccc(C)c2[nH]c(=O)c(CN(CCN3CCOCC3)Cc3nnnn3CC3CCCO3)cc12 (stereo not drawn) ?
BAP1 inh: 97; HePTP inh: 6

How did O=c1[nH]cnc2c1sc(=S)n2-c1ccccc1 do in these assays?
BAP1 inh: 95; HePTP inh: 4

Results for O=C(CSc1ncn[nH]1)N1CCN(c2nnc(-c3ccccc3)c3ccccc23)CC1 ?
BAP1 inh: 88; HePTP inh: 9

How did O=C(c1ccccc1-c1nc2ccccc2[nH]1)N1CCOCC1 do in these assays?
BAP1 inh: 101; HePTP inh: 0&-11

What do the screens show for `CC(Nc1n[nH]c(=O)[nH]c1=O)C(=O)N/N=C/c1ccc(Cl)cc1` (stereo not drawn)?
HePTP inh: 13

What do the screens show for `CCCCc1[nH]nc2c1C1(C(=O)N(CC)c3ccccc31)C(C#N)=C(N)O2` (stereo not drawn)?
BAP1 inh: 105; HePTP inh: 6

Results for Cc1ccccc1-c1n[nH]c(=S)o1 ?
BAP1 inh: 61; HePTP inh: 8

How did C=CCn1c(Cc2nc3ccc(Cl)cc3[nH]2)n[nH]c1=S do in these assays?
HePTP inh: 12

How did Cc1ccc(-c2nn(-c3ccccc3)c3[nH]c(=O)c(CNCCN(C)C)cc23)cc1 do in these assays?
BAP1 inh: 97; HePTP inh: -8

Results for O=C(Oc1ccc(-c2nc3ccc([N+](=O)[O-])cc3[nH]2)cc1)C1CCCCC1 ?
BAP1 inh: 50
